Screening results from PubChem BioAssay.
FAS-TE inh: inhibitors of human fatty acid synthase thioesterase domain. recombinant FAS-TE, OMFH fluorogenic substrate, fluorescence endpoint. inhibition, % at 15 µM. 360,000 tested, 0.67% active. AID 602261;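 active = compounds whose normalised, plate-corrected inhibition of enzyme fluorescence in the single-dose primary screen is 50% or more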;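 note: 0% = DMSO with enzyme and 100% = substrate without enzyme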
MsrA act: activates bovine MsrA enzyme; activation, % at 10.6 µM; purified bovine MsrA, absorbance read-out; 360,000 tested, 0.3% active; AID 602163; in the data active = activation above about 7.5%;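 note: 0% = vehicle and 100% = reference activator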
MsrA inh: inhibits bovine methionine sulfoxide reductase A; purified bovine MsrA, absorbance read-out; inhibition, % at 15.5 µM; 360,000 tested, 0.75% active; in the data active = inhibition above about 4.5%;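 note: 0% = vehicle wells with enzyme and 100% = reference inhibitor wells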
eLon inh: E. coli protease La inhibition; purified E. coli Lon protease, fluorescence polarization; 360,000 tested, 0.42% active; inhibition, % at 7.94 µM; in the data active = inhibition above about 13%, passing the limit was not always enough;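 note: 0% = enzyme with probe and DMSO and 100% = no enzyme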
PABP1 MLLE inh: blocks PAM2 peptide binding to the PABP1 MLLE domain; GST-MLLE / FITC-PAM2 fluorescence polarization; inhibition, % at 20 µM; P11940; 360,000 tested, 0.36% active; in the data active = inhibition above about 35%, passing the limit was not always enough;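 note: plate controls were DMSO wells with GST-MLLE for no effect and wells lacking GST-MLLE protein for full effect; some results filed as inactive read as strong as hits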
TbMetRS inhib: Trypanosoma brucei MetRS inhibition. 360,000 tested, 0.4% active. inhibition, % at 11.9 µM. AID 624268. purified T. brucei MetRS, ATP depletion, Kinase-Glo luminescence;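 active = inhibition above a per-plate cutoff of the control wells' mean inhibition plus 3 SD, cut at about 5.5% in these data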;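 note: 0% = DMSO wells median and 100% = median of wells with control inhibitor compound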
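Dosing: 11.9 µM single point; system: parasite MetRS enzyme; technique: luminescence of leftover ATP; times: 15 min enzyme-compound preincubation, 2 h reaction, 10 min detection, 25 °C; replicates: each compound tested once; read-out basis: percent inhibition relative to median high and low control wells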
SKN-1 inh: C. elegans SKN-1 inhibition; C. elegans VP596 Pgst-4::GFP/RFP ratio, acrylamide-induced, 24 h; inhibition, % at 21.8 µM; 360,000 tested, 0.49% active; AID 624304;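 active = interference check ratio from 0.5 to 1.5 plus GFP to RFP signal ratio inhibition reaching or exceeding a fixed threshold, cut at about 30% in these data, passing the limit was not always enough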; note: some compounds called inactive have numbers as strong as hits
MT1-MMP act inh: inhibitors of human MT1-MMP activation; P50281; HT1080 RFP-PRO-GFP cells, GFP/RFP ratio fluorescence, overnight; percent of plate control window, DMSO zero; GFP/RFP ratio change, % at 20 µM; 360,000 tested, 0.061% active; AID 651647;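 active = GFP/RFP ratio change of at least 30% with cell ATP level not reduced by more than half and red fluorescence within 50% of control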; note: strong numbers were not always called active
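Read-out: GFP/RFP fluorescence ratio; Test system: RFP-PRO-GFP reporter HT1080 cells; Compound dosing: single-point 20 µM compound, 1% DMSO; Times: overnight compound exposure at 37 °C.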
NRP1-CendR mod: modulators of CendR peptide binding to human neuropilin-1 | O14786 | FAM-RPARPAR peptide binding to NRP-1, fluorescence polarization | inhibition, % at 25 µM | 360,000 tested, 0.85% active | AID 602438;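 active = inhibition or corrected inhibition above about 18%, plus a signal ratio from 0.5 to 1.5, limit read from the data, passing the limit was not always enough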; note: strong numbers were not always called active
Target sequence (O14786 whole entry, looked up): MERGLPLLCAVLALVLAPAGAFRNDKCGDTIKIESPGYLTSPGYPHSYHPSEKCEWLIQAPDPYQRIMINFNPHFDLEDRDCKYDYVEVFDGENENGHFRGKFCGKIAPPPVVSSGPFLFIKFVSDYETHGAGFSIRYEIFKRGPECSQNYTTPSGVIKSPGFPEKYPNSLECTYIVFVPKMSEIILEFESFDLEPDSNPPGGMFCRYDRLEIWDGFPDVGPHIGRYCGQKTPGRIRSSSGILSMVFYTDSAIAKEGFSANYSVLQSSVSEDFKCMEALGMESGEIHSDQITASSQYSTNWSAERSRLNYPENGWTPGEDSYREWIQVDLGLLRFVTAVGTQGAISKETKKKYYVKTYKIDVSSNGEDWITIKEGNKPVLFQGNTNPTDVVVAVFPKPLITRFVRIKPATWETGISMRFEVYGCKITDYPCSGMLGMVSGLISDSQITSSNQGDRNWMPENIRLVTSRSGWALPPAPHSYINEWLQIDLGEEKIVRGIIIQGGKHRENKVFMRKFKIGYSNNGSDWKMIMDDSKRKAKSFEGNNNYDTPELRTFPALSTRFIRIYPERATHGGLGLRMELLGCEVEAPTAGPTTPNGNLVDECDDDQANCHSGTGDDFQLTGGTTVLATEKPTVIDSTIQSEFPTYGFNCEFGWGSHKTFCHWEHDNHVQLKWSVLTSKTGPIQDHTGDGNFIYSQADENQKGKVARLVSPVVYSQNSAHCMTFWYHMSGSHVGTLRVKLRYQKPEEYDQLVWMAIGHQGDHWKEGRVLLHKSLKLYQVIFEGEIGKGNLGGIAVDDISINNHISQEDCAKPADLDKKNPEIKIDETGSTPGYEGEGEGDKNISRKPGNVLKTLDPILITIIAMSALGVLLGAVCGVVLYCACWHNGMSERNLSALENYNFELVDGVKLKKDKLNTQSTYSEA
* hit, by the source's call; . = no result given. Outcome played no part in choosing rows; overall some 4% were active at least once.

SMILES	FAS-TE inh	MsrA act	MsrA inh	eLon inh	PABP1 MLLE inh	TbMetRS inhib	SKN-1 inh	MT1-MMP act inh	NRP1-CendR mod
COc1cccc(N/C(SC)=C(/C#N)C(N)=O)c1	-5	-3	2.1	7	-10	-0.3	8	-6	-17
COc1ccccc1NS(=O)(=O)c1cc(NC(=O)c2cccnc2)ccc1N1CCCCC1	25	-2	0.0	-8	10	0.0	10	4	9
CC(=O)Nc1ccc(CN2CCCC(CCC(=O)NCc3ccccc3F)C2)cc1 (centres undefined)	0	-3	0.1	0	7	0.1	8	0	-5
Cn1cc(C(=O)N/N=C/c2cccc(O)c2)ccc1=O	-5	-7	1.2	-9	-7	-0.2	5	-3	0
Cc1cc(C(=O)O)ccc1NCc1ccncc1	-4	-3	0.4	-10	10	0.2	2	-1	-4
CCOc1ccc(-n2c(SCC(=O)c3c(N)n(C)c(=O)n(C)c3=O)nnc2-c2cccnc2)cc1	-3	-6	-0.2	-4	-11	-0.2	-1	-7	7
O=S(=O)(Nc1ccc(-n2cnnn2)cc1)c1ccc(Cl)cc1	2	-1	-0.6	-3	16	0.1	9	3	12
CCN(CC(=O)Nc1c(F)cccc1F)C(=O)C1CCN(S(=O)(=O)c2ccc(C)c(C)c2)CC1	0	-2	-1.5	-2	-3	0.2	18	-2	0
CN(C)C(=O)CCc1ccc2c3c([nH]c2c1)[C@]1(C)[C@@H](C(=O)N2CCCCC2)C[C@H](CC(=O)NCCc2ccccn2)C(=O)N1CC3	-5	0	1.2	3	2	1.2	-3	1	9
CC1S/C(=C(\C#N)C(=O)NCc2ccco2)N(Cc2ccco2)C1=O (centres undefined)	-7	-2	0.4	-5	-15	0.4	-1	-3	17
COc1ccc(N(C(=O)Cn2nnc(-c3ccc(Cl)cc3)n2)C(C(=O)NCC2CCCO2)c2ccc(C)cc2)cc1 (centres undefined)	-8	-1	0.2	-3	-2	-0.1	-5	1	-4
COc1ccc(-c2ccnc(-c3ccncc3)n2)cc1	2	2	0.0	1	7	-0.1	2	0	1
O=C(N/N=C\C=C\c1ccc2c(c1)OCO2)c1ccc(F)cc1	-5	-5	6.4*	-5	-4	1.4	7	4	6
Cc1ccc(NC(=O)c2csc3c2CCCC3)cc1	12	-2	1.7	-1	2	0.6	28	-1	-7
CN(Cc1ccccc1)S(=O)(=O)c1cccc(C(=O)O)c1	2	-3	0.0	-2	29	0.1	2	1	9
Cc1ccc(C(=O)OCC(=O)Nc2ccccc2Sc2ccccc2)cc1C	29	-4	0.5	2	-6	-0.5	16	-1	14
COCCN1CCN(C(=O)c2ccc3nc(Cc4ccc(OC)c(OC)c4)oc3c2)CC1	-6	-8	0.5	16	8	-0.9	-5	11	3
C=C1CCC[C@]2(C)C[C@H]3OC(=O)C(CNCC(OC)OC)[C@H]3CC12 (some centres undefined)	-3	-1	-0.7	-3	-4	-0.2	4	-6	1
Cc1ccnc(NC(=O)CCNC(=O)c2ccc(Br)cc2)c1	-8	-2	0.7	-8	3	0.1	12	2	-2
Cn1cnnc1SCC(=O)NCCc1ccc(Cl)cc1Cl	-5	-2	-1.0	4	-6	0.4	-6	0	-1
c1ccc(-c2cnc(-c3ccccn3)nn2)cc1	-12	-2	0.3	0	7	-0.4	7	9	4
CC(C)=CCN1CCC(n2nccc2NC(=O)c2ccccc2Cl)CC1	-6	-3	-0.4	9	0	-0.2	-8	-5	5
COc1ccc(-c2cc(=Nc3ccc(C)cc3)c3ccccc3o2)cc1	28	-5	1.4	-13	9	0.0	29	0	10
Cc1cc(C)cc(-n2c(C)cc(/C=N/NC(=O)c3ccncc3)c2C)c1	1	-7	1.8	-8	-10	1.2	-5	3	-6
COc1ccc(C(=O)OCC(=O)N2CCN(S(=O)(=O)c3ccc(C)cc3)CC2)cc1[N+](=O)[O-]	30	-3	1.1	0	1	-0.4	-8	0	26*

4 entries picked at random from those above, as already listed:
SMILES	FAS-TE inh	MsrA act	MsrA inh	eLon inh	PABP1 MLLE inh	TbMetRS inhib	SKN-1 inh	MT1-MMP act inh	NRP1-CendR mod
COc1ccccc1NS(=O)(=O)c1cc(NC(=O)c2cccnc2)ccc1N1CCCCC1	25	-2	0.0	-8	10	0.0	10	4	9
CC1S/C(=C(\C#N)C(=O)NCc2ccco2)N(Cc2ccco2)C1=O (centres undefined)	-7	-2	0.4	-5	-15	0.4	-1	-3	17
Cn1cc(C(=O)N/N=C/c2cccc(O)c2)ccc1=O	-5	-7	1.2	-9	-7	-0.2	5	-3	0
O=C(N/N=C\C=C\c1ccc2c(c1)OCO2)c1ccc(F)cc1	-5	-5	6.4*	-5	-4	1.4	7	4	6

Back to the main list; the 3 compounds before the break are reprinted first.
SMILES	FAS-TE inh	MsrA act	MsrA inh	eLon inh	PABP1 MLLE inh	TbMetRS inhib	SKN-1 inh	MT1-MMP act inh	NRP1-CendR mod
COc1ccc(-c2cc(=Nc3ccc(C)cc3)c3ccccc3o2)cc1	28	-5	1.4	-13	9	0.0	29	0	10
Cc1cc(C)cc(-n2c(C)cc(/C=N/NC(=O)c3ccncc3)c2C)c1	1	-7	1.8	-8	-10	1.2	-5	3	-6
COc1ccc(C(=O)OCC(=O)N2CCN(S(=O)(=O)c3ccc(C)cc3)CC2)cc1[N+](=O)[O-]	30	-3	1.1	0	1	-0.4	-8	0	26*
COC(=O)c1ccc(NC(=S)NCCc2ccccc2)cc1	10	-2	0.5	-6	-8	-0.8	-6	12	-10
CCCC(=O)Nc1cc(-c2nc3ncccc3o2)ccc1C	1	0	1.6	1	-1	0.2	-1	5	-7
Cc1cc(C)cc(NC(=O)CSc2nc(N)c(NC(=O)c3ccc(Br)o3)c(=O)[nH]2)c1	-2	0	-0.5	-2	2	-0.2	-1	1	12
CCC(=O)NNc1ncnc2c1cnn2C	-4	-4	-0.3	-11	10	-0.6	2	2	0
COc1cccc(OC)c1C(=O)Nc1ccc(N2CCN(C(=O)c3ccco3)CC2)cc1	-5	-1	-1.4	10	-18	-0.1	-2	0	2
CCSc1nc2ccccc2n1Cc1cccc([N+](=O)[O-])c1	59*	-3	0.2	-6	-23	0.0	13	0	23*
O=C(c1cc2c(s1)CCC2)N1C(=O)c2ccccc2S1(=O)=O	-6	-12	-1.0	-6	-1	-1.7	-7	0	8
CC(=O)C1=C(c2ccccc2)NC(=S)NC1c1cc(Cl)c(OC(C)C)c(Cl)c1 (centres undefined)	17	-3	3.6	-3	-109	-0.4	10	-18	-6
CCOc1ccccc1N1CCN(C(=S)NC(=O)C23CC4CC(CC(C4)C2)C3)CC1	51*	-2	0.1	14	-54	-0.2	16	-3	-4
COCc1[nH]nc2c1C(c1ccnc3ccccc13)C(C#N)=C(N)O2 (centres undefined)	-9	-10	2.3	-17	8	-1.0	3	-5	-23
Cn1cc([C@]2(O)C(=O)Nc3ccc(OC(F)(F)F)cc32)c2ccccc21	.	.	-1.4	.	.	0.7	17	5	0
CCOC(=O)C1=C(C)c2ccccc2OC1(CC)C(=O)OCC (centres undefined)	6	-2	-0.2	-2	4	-1.3	-5	3	-6
COc1cccc(CN(C)C(=O)c2cc(-c3ccc(OC)c(OC)c3)nc3ccccc23)c1	14	-5	1.6	20*	4	-0.6	4	1	3
C[C@@H]1NC(=O)c2cc([N+](=O)[O-])cc(I)c2NCC[C@@H](C(N)=O)NC(=O)[C@H](CC(N)=O)NC1=O	2	-1	.	-6	-46	-0.3	10	3	6
CN(Cc1ccccc1F)C(=O)c1ccc(NS(=O)(=O)c2ccc3[nH]c(=O)[nH]c3c2)cc1	-4	-11	0.4	0	-16	-0.2	13	9	-1
CN(C)/C=C1\C(=O)NN=C1C(F)(F)F	-8	-9	-0.3	0	2	-0.6	14	-3	-14
Clc1ccccc1C1CC(c2ccccc2)Nc2ncnn21 (centres undefined)	5	0	0.0	-1	-4	0.3	-4	4	4
COc1ccccc1CN1C[C@@H]2C[C@@H](c3ccc(C)c(C)c3)N3CCC[C@@]23C1=O	0	-2	0.2	-21	4	-0.4	1	-5	-3
O=C(Cn1cnc2ccccc2c1=O)N1CCOCC1	-9	1	-0.1	2	6	0.1	11	-1	1

Complete entries, quoted from the list. Order of values: FAS-TE inh	MsrA act	MsrA inh	eLon inh	PABP1 MLLE inh	TbMetRS inhib	SKN-1 inh	MT1-MMP act inh	NRP1-CendR mod
Clc1ccccc1C1CC(c2ccccc2)Nc2ncnn21 (centres undefined) in the list: 5	0	0.0	-1	-4	0.3	-4	4	4
CCCC(=O)Nc1cc(-c2nc3ncccc3o2)ccc1C in the list: 1	0	1.6	1	-1	0.2	-1	5	-7
CCSc1nc2ccccc2n1Cc1cccc([N+](=O)[O-])c1 in the list: 59*	-3	0.2	-6	-23	0.0	13	0	23*
